Compound activity as filed in PubChem.
PLC-gamma1 inh: PLC-gamma1 (human) inhibition, primary screen; inhibition, % at 12.2 µM; hit rate 0.84% among 370,000; purified PLC-gamma1, fluorogenic substrate, fluorescence; in the data active = inhibition above about 9.5%
UHRF1 binding: human UHRF1 methylated DNA binding inhibitors. Q96T88. UHRF1 binding to methylated oligo, TR-FRET. inhibition, % at 4.4 µM. hit rate 0.75% among 370,000. AID 687016; in the data active = inhibition above about 21%;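 also: UHRF1 SRA domain binding a hemimethylated CpG hairpin DNA probe; 0% = median of test compound wells and 100% = reference inhibitor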
Target sequence (Q96T88 whole entry, looked up, the tested form may be a part): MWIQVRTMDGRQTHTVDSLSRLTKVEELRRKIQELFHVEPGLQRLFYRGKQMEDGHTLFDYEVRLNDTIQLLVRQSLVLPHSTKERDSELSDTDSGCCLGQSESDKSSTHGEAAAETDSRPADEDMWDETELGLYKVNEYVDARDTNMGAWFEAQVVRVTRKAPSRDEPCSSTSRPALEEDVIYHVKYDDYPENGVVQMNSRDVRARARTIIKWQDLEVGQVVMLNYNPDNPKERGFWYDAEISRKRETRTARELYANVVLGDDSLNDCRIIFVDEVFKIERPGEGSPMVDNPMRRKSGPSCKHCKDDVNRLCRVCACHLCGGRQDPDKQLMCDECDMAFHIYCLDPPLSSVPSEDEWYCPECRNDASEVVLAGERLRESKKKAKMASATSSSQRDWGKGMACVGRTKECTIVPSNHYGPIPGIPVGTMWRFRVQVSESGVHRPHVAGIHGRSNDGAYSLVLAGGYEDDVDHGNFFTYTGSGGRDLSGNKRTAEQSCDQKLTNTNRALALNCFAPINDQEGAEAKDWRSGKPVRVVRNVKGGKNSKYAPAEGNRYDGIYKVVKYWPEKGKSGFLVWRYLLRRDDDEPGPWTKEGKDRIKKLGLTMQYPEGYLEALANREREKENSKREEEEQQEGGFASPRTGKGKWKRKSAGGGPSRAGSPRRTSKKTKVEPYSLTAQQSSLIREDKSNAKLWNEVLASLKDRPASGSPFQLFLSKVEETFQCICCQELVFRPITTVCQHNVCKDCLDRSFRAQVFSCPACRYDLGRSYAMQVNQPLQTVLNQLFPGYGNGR
ASAP1 inh: blocks human ASAP1-stimulated Arf1 GTP hydrolysis. GDP FP detection. inhibition, % at 16.5 µM. AID 624377. hit rate 0.19% among 360,000. Q9ULH1; in the data active = inhibition above about 25%;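 also: 0% = vehicle with enzyme and substrate and 100% = no enzyme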
sPLA2-III inh: Blocks human group III sPLA2 activity. Q9NZ20. QFRET BODIPY PC-A2 liposome hydrolysis, fluorescence. inhibition, % at 12.2 µM. hit rate 0.56% among 370,000. AID 743126;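 active = inhibition above mean plus 3 SD of compounds lying within the high and low control bounds, cut at about 19% in these data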;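 also: 0% = median of test compound wells and 100% = no enzyme DMSO wells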
Rev-erbA mod: modulators of human Rev-erb alpha DNA binding; P20393; Rev-erbα–FITC-DNA binding, fluorescence polarization, 90 min; activity, % at 10 µM; hit rate 0.79% among 370,000; AID 1259318;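 active = activity above about 14%, limit read from the data; passing the limit was not always enough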;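 also: 0% = DMSO wells with 35 nM protein and 100% = DMSO wells with 750 nM protein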
DDE Tn7 FP inh: disrupts Tn7 cyclic peptide binding to fibrin D-Dimer-E complex; FP displacement of FITC-Tn7 peptide from fibrin DD(E); 0% = median of compound wells per plate; inhibition, % at 8.3 µM; hit rate 0.13% among 370,000; AID 720508;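 active = inhibition above the mean of compounds falling within the control limits plus 3 SD of them, cut at about 14% in these data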;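 also: 0% = plate median of compound wells and 100% = 10 µM Aha-Tn7 peptide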
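Test system – human fibrin DD(E) · Times – 10 min preincubation, 3 h with tracer, room temperature · Detection – fluorescence polarization of the labelled Tn7 tracer · Measure – percent inhibition normalized to high-control wells · Benchmarks – high control wells with 10 µM unlabelled Aha-Tn7 peptide (full inhibition) · Repeats – singlicate testing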
ARFGAP1 inhibitor: inhibits rat ARF GTPase activating protein 1; Arfgap1-stimulated ARF1 GTP hydrolysis, GDP FP detection; inhibition, % at 16.5 µM; hit rate 0.26% among 360,000; AID 651572;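 active = inhibition above a per-plate limit, mean inhibition of low control wells plus 3 SD, cut at about 25% in these data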;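 also: 0% = DMSO wells with enzyme and 100% = wells lacking Arfgap1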
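Material: rat Arfgap1 catalytic domain, aa 1-136; also added: human ARF1(Δ1-17)-GTP substrate; compound dosing: one concentration, 16.5 µM, DMSO 1.26%; incubation: GTP hydrolysis reaction 2 h at 25 °C; measured by: Tracer-displacement fluorescence polarization with EDTA stop, 620/688 nm; evaluation: % inhibition from polarization; repeats: one replicate per compound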
proKLK7 act: activators of human kallikrein-7 zymogen; activation, % at 7 µM; hit rate 0.9% among 370,000; AID 652039; purified proKLK7, EDANS-DABCYL substrate fluorescence; 100% is mature enzyme control, 0% vehicle; P49862;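 active = activation above the mean of all tested compounds plus 3 SD, computed per campaign excluding outliers beyond control limits, cut at about 13% in these data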
Target sequence (P49862 whole entry, looked up): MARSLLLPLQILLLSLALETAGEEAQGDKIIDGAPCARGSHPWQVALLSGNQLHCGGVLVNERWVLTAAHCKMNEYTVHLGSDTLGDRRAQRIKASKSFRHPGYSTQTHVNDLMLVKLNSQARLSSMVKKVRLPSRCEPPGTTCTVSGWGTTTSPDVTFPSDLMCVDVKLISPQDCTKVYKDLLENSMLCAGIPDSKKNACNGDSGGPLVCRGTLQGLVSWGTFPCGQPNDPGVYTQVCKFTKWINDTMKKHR
DDE Tn6 FP inh: inhibitors of Tn6 peptide binding to human fibrin DD(E); P02675; Fibrin DD(E) TRITC-Tn6 fluorescence polarization displacement; inhibition, % at 8.3 µM; hit rate 0.21% among 370,000;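 active = inhibition above a per-campaign cutoff: mean of compounds within control limits plus 3 SD, cut at about 15% in these data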;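 also: 0% = median of all compound wells on the plate and 100% = blocking peptide control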
PLC-beta3 inh: PLC-beta3 (human) inhibition, primary screen | hit rate 0.18% among 370,000 | Purified PLC-beta3, fluorogenic substrate, fluorescence | Q01970 | inhibition, % at 12.2 µM; in the data active = inhibition above about 11%;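 also: 0% = median of compound wells on plate and 100% = full blocker control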
* hit, by the source's call; x = not tested or not shown.

The opening four records as a preview:
SMILES	PLC-gamma1 inh	UHRF1 binding	ASAP1 inh	sPLA2-III inh	Rev-erbA mod	DDE Tn7 FP inh	ARFGAP1 inhibitor	proKLK7 act	DDE Tn6 FP inh	PLC-beta3 inh
O=C(CCN1CCOCC1)NCc1ccccc1	5	3	2	15	-2	-2	9	-0.5	-6	1
CCOc1ccc(-n2c(SCC(=O)Nc3cccc4ccccc34)nnc2-c2ccncc2)cc1	-1	-2	x	7	-2	-6	x	0.2	10	-1
O=C(NC(=S)Nc1ccc(Cl)cn1)C12CC3CC(CC(C3)C1)C2	1	-3	-8	2	0	3	-9	0.0	-2	0
Cc1ccc(S(=O)(=O)NCCC(=O)N2CCCC(C)C2)cc1 (configuration not stated)	4	1	11	8	-6	-5	8	-0.4	-9	-4

Results, repeating the preview:
SMILES	PLC-gamma1 inh	UHRF1 binding	ASAP1 inh	sPLA2-III inh	Rev-erbA mod	DDE Tn7 FP inh	ARFGAP1 inhibitor	proKLK7 act	DDE Tn6 FP inh	PLC-beta3 inh
O=C(CCN1CCOCC1)NCc1ccccc1	5	3	2	15	-2	-2	9	-0.5	-6	1
CCOc1ccc(-n2c(SCC(=O)Nc3cccc4ccccc34)nnc2-c2ccncc2)cc1	-1	-2	x	7	-2	-6	x	0.2	10	-1
O=C(NC(=S)Nc1ccc(Cl)cn1)C12CC3CC(CC(C3)C1)C2	1	-3	-8	2	0	3	-9	0.0	-2	0
Cc1ccc(S(=O)(=O)NCCC(=O)N2CCCC(C)C2)cc1 (configuration not stated)	4	1	11	8	-6	-5	8	-0.4	-9	-4
NC(CC(=O)O)c1ccc(F)cc1 (configuration not stated)	2	-1	2	5	-2	-8	7	-0.8	-1	9
CCn1c(SCC(=O)OC(C)C)nnc1-c1ccccc1OC	-1	1	7	5	-6	1	-1	0.5	-3	-6
Cc1coc2c(C)c3oc(=O)c(CCC(=O)N[C@H](C(=O)O)C(C)C)c(C)c3cc12	-217	5	-4	11	2	0	-4	16*	6	-290
COCC(=O)Nc1nnc(-c2ccc(C(C)(C)C)cc2)s1	0	-2	4	-5	-9	5	1	-0.3	2	-8
CC(=O)c1c(O)c2ccccc2n(C2CCCCC2)c1=O	-7	1	0	5	-2	4	10	1.1	-3	-13
NC(=O)C1CCCN(CC(=O)Nc2cc(S(=O)(=O)N3CCOCC3)ccc2N2CCCC2)C1 (configuration not stated)	-2	0	2	2	-1	-1	5	-0.2	-4	-7
COc1cc(CCCN2C(N)=NC[C@@H]2c2ccccc2)cc(OC)c1OC	3	5	-2	3	0	2	-8	0.4	-8	3
COc1nc(NCc2cccnc2)nc(OC)n1	1	0	11	8	1	6	4	-0.1	4	1
O=C(Cn1[nH]c(=O)c2ccccc2c1=O)NCC1COc2ccccc2O1 (configuration not stated)	2	0	1	10	4	1	-7	0.2	-3	-5
CCCCC[C@@H]1CCCCC[C@@H](O)C[C@@H](O)[C@@H](O)/C=C/C(=O)O1	6	-3	-1	-8	-1	-1	10	0.6	4	2
CC1CCN(S(=O)(=O)N2CCCC(C(=O)NCc3ccccc3Cl)C2)CC1 (configuration not stated)	-1	3	-8	-1	2	4	8	0.2	5	-13
CCN(CC)CCN(Cc1cc2cc(C)cc(C)c2[nH]c1=O)C(=S)NCc1ccco1	-3	1	-7	4	2	8	-4	-0.4	-8	-4
CCCC(=O)N(c1ccc2oc(=O)sc2c1)S(=O)(=O)c1cccs1	8	-6	1	-31	1	0	5	0.1	-2	1
COc1ccc(CNC(=S)NC2CCCCC2)cc1	-1	-1	-7	12	-2	-4	-8	0.0	2	-9
C=CCn1c(SCC(=O)Nc2ccccc2F)nnc1C(C)NC(=O)c1ccccc1F (configuration not stated)	0	1	1	7	2	-4	1	-0.1	-1	-8
C[C@@H]1NC(=O)OC1c1ccco1 (some centres not stated)	3	0	4	4	-5	1	-2	0.2	4	1
Cc1ccc(S(=O)(=O)N2CCN(C(=O)COC(=O)/C=C/c3ccccc3F)CC2)c(C)c1	0	8	3	6	-2	0	-3	-0.1	1	-5
CC(=O)C1[C@H](N(C)C)CC2C3CC=C4CC(O)CC[C@]4(C)C3CC[C@@]21C (some centres not stated)	1	1	-19	-8	1	-3	4	-0.5	-3	-3
COc1ccc(C)cc1S(=O)(=O)N(C)CC(=O)Nc1ccc2c(c1)OCO2	7	2	-3	3	-1	2	-10	0.0	-1	5
CCOC(=O)c1c(CN2CCCCC2)oc2ccc(O)cc12	1	1	5	-9	-4	-1	1	0.1	3	1
Cc1ccc(CS(=O)Cc2ccc(C(=O)NC3CCC(C)CC3)o2)cc1 (configuration not stated)	5	-1	11	-2	-1	-3	-2	0.5	3	-6

Other records follow.
SMILES	PLC-gamma1 inh	UHRF1 binding	ASAP1 inh	sPLA2-III inh	Rev-erbA mod	DDE Tn7 FP inh	ARFGAP1 inhibitor	proKLK7 act	DDE Tn6 FP inh	PLC-beta3 inh
O=C(COC(=O)/C=C/c1ccccc1)Nc1ccc2c(c1)OCCO2	-3	1	-1	-3	-2	-3	-4	-0.2	-2	-4
O=C(NC1CC1)C1=C[C@@H](c2ccc(C(F)(F)F)cc2)C[C@@H](OCCCCO)O1	-3	-1	-7	2	5	-1	0	0.6	-11	-8
CN(C)CCCN1c2ccc([N+](=O)[O-])cc2CCc2cc([N+](=O)[O-])ccc21	-7	0	3	-7	-1	1	3	-0.1	1	-8
ONC(=Nc1ccc(Cl)cc1)c1ccccc1	-2	-2	-5	-3	-1	0	-9	-0.3	0	12*
Cc1nc2scc(-c3cccs3)c2c(=O)o1	3	-1	-3	3	-3	-2	16	0.2	-3	1
COc1ccc(N(C(=O)c2ccc(Br)o2)C2C=CS(=O)(=O)C2)c(OC)c1 (configuration not stated)	1	3	-11	4	1	9	-4	-0.8	10	4
COc1cccc(CN(C(=O)c2ccc([N+](=O)[O-])cc2)C2CCS(=O)(=O)C2)c1 (configuration not stated)	3	1	-3	5	-1	-3	6	-0.3	-8	-2
C[C@@H]1CN(S(=O)(=O)c2c(F)cccc2F)CCN1S(=O)(=O)c1ccc2c(c1)OCCO2	1	-5	0	-18	-1	-4	2	0.8	1	5
Clc1ccc(-c2nnc(-c3ccco3)nc2N2CCCCC2)cc1	3	1	2	-1	-1	6	-2	-0.2	1	-4
O=C(Nc1c(Cl)ccc2nsnc12)c1ccco1	-9	-3	17	-1	3	-1	-2	0.4	3	-7
COc1ccc(C(OC(=O)c2ccco2)C(=O)NC(C)(C)C)cc1OC (configuration not stated)	3	-1	-1	-2	8	1	7	-0.1	2	-3
Cc1nc(N)sc1-c1nnc(SCC(=O)Nc2ccccc2C(F)(F)F)n1C	2	2	2	6	0	-2	1	0.4	-5	1
CCOc1ccc(NC(=O)CN(C)Cc2ccc3c(c2)OCO3)cc1S(=O)(=O)N1CCCC1	-1	0	-4	0	-6	0	5	0.4	-1	-6
c1ccc(COc2cccc(-c3cc4nc(NCCN5CCOCC5)ccn4n3)c2)cc1	-69	0	6	-45	0	10	12	-2.9	7	-109
FC(F)(F)c1cnc(N2CCC(=NOCc3ccc(Cl)cc3)CC2)c(Cl)c1	2	2	7	-3	3	-11	2	-0.3	1	4
CS(=O)(=O)N(CCc1ccccc1)CC(=O)NCc1ccc(Cl)cc1	0	1	-6	-4	6	-3	-9	0.8	-8	1
O=C(NCC1COc2ccccc2O1)C1CCN(S(=O)(=O)c2ccccc2)CC1 (configuration not stated)	-1	-1	6	-4	-3	-3	-17	0.2	2	-8
Oc1ccc(-c2nc3ncccn3c2Nc2ccc3c(c2)OCO3)cc1	-38	-3	0	0	0	-1	-3	0.3	-2	-51
O=C(Nc1cccc(S(=O)(=O)c2cccc(NC(=O)c3ccco3)c2)c1)c1ccco1	15*	3	22	-35	7	2	-1	-0.3	15	10
C=C1C(=O)[C@]23C[C@H]1CC[C@H]2[C@]1(C)[C@@H](OC(C)=O)CC[C@@](C)(C(=O)OC)[C@H]1C[C@@H]3OC(C)=O	-1	-4	-3	5	3	1	-3	0.4	2	3
COc1c(C)cc(C(=O)C2CCCN(C(=O)c3cccc(-n4cccn4)c3)C2)cc1C (configuration not stated)	-1	-1	8	-10	8	7	14	-0.3	-1	-8
CC(O)[C@H](NC(=O)C1CCN(C(=O)[C@H](Cc2ccccc2)NC(=O)OC(C)(C)C)CC1)C(=O)O (some centres not stated)	4	3	13	6	0	9	-1	-0.1	4	2
O=C(CNC(=S)N(Cc1ccccc1)Cc1cccnc1)NC1CC1	0	12	16	-2	4	-2	12	0.2	2	5
CC(=O)NCCn1c(SCc2ccc(C)cc2)nc2ccccc2c1=O	-19	1	9	-3	-3	-1	2	0.0	1	1
CCn1nnc(NC(=O)c2ccco2)n1	0	1	1	0	2	-4	1	0.4	4	-5

The results go on.
SMILES	PLC-gamma1 inh	UHRF1 binding	ASAP1 inh	sPLA2-III inh	Rev-erbA mod	DDE Tn7 FP inh	ARFGAP1 inhibitor	proKLK7 act	DDE Tn6 FP inh	PLC-beta3 inh
O=C(Nc1nc2c(F)cc(F)cc2s1)c1ccccn1	-4	-1	7	7	6	9	-9	-0.9	1	-15
COC(=O)c1ccc(N=C2SCC(=O)N2C)cc1	3	0	-7	2	1	3	-1	0.6	0	-8
O=C(NCCC1=CCCCC1)c1ccc(F)c(S(=O)(=O)N2CCOCC2)c1	3	2	-7	-1	6	-3	5	0.8	-7	5
CCN(CC(=O)Nc1ccc2c(c1)OCCO2)C(=O)CN1C(=O)NC(C)(c2ccc(C)cc2)C1=O (configuration not stated)	4	1	10	-3	-1	-2	-10	0.1	4	3
CC(C)Nc1nc(NCCN2CCCC2)c2sc(-c3ccccc3)cc2n1	-11	-5	-1	-10	-1	-4	10	0.4	-1	-19
CCc1ccc(/C=N/NC(=O)Cc2cccn2C)cc1	-2	-2	-3	4	3	6	1	0.5	-3	-10
C=CCn1c(SCC(=O)Nc2ccccc2OC)nc2c([nH]c3ccccc32)c1=O	-4	-2	1	-2	-3	1	13	-0.5	5	-6
CSc1nc2sc3c(c2c(=O)[nH]1)CCCC3	-6	0	1	-3	3	3	2	0.0	2	-3
Cc1cc(C)n2nc(C(=O)Nc3ccc4c(c3)OCCO4)nc2n1	1	0	-15	5	1	-9	1	-0.5	-2	-4
O=C(c1ccccc1Cl)N1N=C(c2cccs2)CC1c1cccc(O)c1 (configuration not stated)	1	4	-14	-18	0	-7	3	0.6	-6	-5
Cc1cc(C)n2nc(C(=O)NNC(=O)c3ccccc3)nc2n1	1	0	-4	3	-8	-5	-7	0.3	5	-5
COc1ccc(N=Nc2cnc(C)nc2-c2ccccc2)cc1	2	0	5	12	3	3	3	0.3	-8	10
O=C(O)CSC(C(=O)Nc1ccc(C(F)(F)F)cc1)c1ccccc1 (configuration not stated)	9	-1	-2	1	-6	-5	0	-0.6	3	2
Cc1cc(-c2ccccc2)n2nc(C)c(-c3ccccc3)c2n1	0	2	13	1	3	-5	2	-0.4	8	-1
COc1cc(Cl)c(C)cc1NC(=O)c1ccc2c(c1)OCO2	5	1	-1	2	10	-7	12	0.0	4	-1
COc1ccc(NC(=O)c2ccc3c(c2)CCN3S(=O)(=O)c2ccccc2)cc1	0	-4	-7	-3	-3	-1	4	0.4	-4	-7
